Source: PubChem BioAssay (National Center for Advancing Translational Sciences (NCATS))
AMA1 RON2 block = inhibitors of Plasmodium falciparum AMA1-RON2 interaction. AlphaScreen AMA1-biotinylated RON2 peptide binding. Potency, µM (doses to about 58.2 µM), for inactives: top-dose activity change, negative = inhibition, hits mostly inhibitors. 360,000 compounds, 0.2% hits. AID 720542;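 further: potency means the concentration at half of the fitted maximal effect; 0% = vehicle wells and -100% = peptide control; nearly all actives have a fitted effect of over 45% in size; some results filed as inactive show a strong effect at the top dose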
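AMA1 (3D7) with his tag at 25 nM final met compounds first, then biotinylated RON2 peptide at 25 nM; detection used donor plus acceptor beads, 10 µg/mL apiece, read by AlphaScreen after 30 min at room temperature.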
FBPA Giardia inh = blocks Giardia fructose-bisphosphate aldolase activity | A8B2U2 | purified Giardia FBPA | Potency, µM (series often up to 59.6 µM), for the others: top-dose activity, negative = inhibition, most hits filed as inhibitors | 290,000 compounds, 0.71% hits | AID 2451; further: potency means the concentration at half of the fitted maximal effect; nearly all actives have a fitted effect of over 55% in size
Target sequence (A8B2U2 whole entry, looked up): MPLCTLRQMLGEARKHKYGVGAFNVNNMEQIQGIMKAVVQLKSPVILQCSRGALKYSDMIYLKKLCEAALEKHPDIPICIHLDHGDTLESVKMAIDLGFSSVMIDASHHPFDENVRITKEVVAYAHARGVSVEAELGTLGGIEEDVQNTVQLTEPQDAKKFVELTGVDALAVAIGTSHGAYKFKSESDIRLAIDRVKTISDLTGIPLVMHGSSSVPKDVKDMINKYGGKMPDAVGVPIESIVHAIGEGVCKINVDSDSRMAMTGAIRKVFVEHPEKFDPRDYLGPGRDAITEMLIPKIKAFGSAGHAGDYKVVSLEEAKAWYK
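Giardia FBPA (40 nM reagent) was preincubated 10 min at RT with compound (up to 57.5 uM final), then substrate plus GAPDH/TPI/NAD/arsenate coupling system with diaphorase/resazurin was added; resorufin fluorescence (525/598 nm) was read after 20 min.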
HCMV inh = human cytomegalovirus inhibition | HFF cells, HCMV-luciferase reporter, 72 h; hits give low values | activity change, negative = inhibition, % at 57.5 µM | 410,000 compounds, 4.5% hits; in the data active means activity change below about -60%; inconclusive means no clear call, values can overlap the other calls; inactive means above about -39%
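Two compound doses tested in HFFs infected with HCMV-luciferase, MOI 1 PFU/cell, 72 h at 37C. Lysate luminescence read with OneGlo; data normalized against buffer-only and 10uM Salinomycin inhibitor controls.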
AmpC detergent = AmpC beta-lactamase inhibition with detergent present; Potency, µM (series often up to 114 µM), for the others: at the top dose activity change, negative = inhibition, usual class: inhibitors; AID 485294; P00811; AmpC hydrolysis of nitrocefin, absorbance 480 nm, 0.01% Triton; 370,000 compounds, 0.041% hits;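 further: potency means the concentration at half of the fitted maximal effect; 0% = no-compound wells and -100% = no-enzyme wells; nearly all actives have a fitted effect of over 25% in size; some results filed as inactive show a strong effect at the top dose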
Target sequence (P00811 whole entry, looked up): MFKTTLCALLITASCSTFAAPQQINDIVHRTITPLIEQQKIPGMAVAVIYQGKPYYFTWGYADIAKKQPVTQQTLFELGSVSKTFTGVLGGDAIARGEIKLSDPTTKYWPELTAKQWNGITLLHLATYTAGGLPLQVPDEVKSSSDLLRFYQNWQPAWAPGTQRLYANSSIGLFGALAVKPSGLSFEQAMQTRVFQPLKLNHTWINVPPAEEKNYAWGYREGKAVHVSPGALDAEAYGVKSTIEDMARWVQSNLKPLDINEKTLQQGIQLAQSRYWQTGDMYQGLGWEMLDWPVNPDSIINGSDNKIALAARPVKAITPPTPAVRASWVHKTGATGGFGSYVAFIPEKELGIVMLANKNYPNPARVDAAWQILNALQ
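20 mM phosphate pH 7.0 + 0.01% (detergent screen) or 0.0001% Triton X-100; 5.3 nM AmpC reagent; cpd preinc 15 min RT; nitrocefin (800 uM stock) to start; A480 q20 s × 4 min; Activity was normalised to no-enzyme and no-compound control wells.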
Sm TGR block = blocks Schistosoma mansoni thioredoxin glutathione reductase; Q962Y6; purified TGR, DTNB reduction, TNB absorbance 405 nm; Potency, µM (highest dose often 114 µM), without a hit: at the top dose activity change, negative = inhibition, actives largely listed as inhibitors; 360,000 compounds, 3% hits; further: potency means the concentration at half of the fitted maximal effect; nearly all actives have a fitted effect of over 60% in size
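TGR 20 nM + NADPH 100 uM (dispensed conc.), cpd preinc 15 min RT; start with NADPH (500 uM addition) then DTNB (15 mM addition). Kinetic TNB absorbance, 405 nm filter. Four-parameter Hill fit across titration.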
HCV inh = HCV inhibition; Huh7.5.1 HCVcc-Cre infection, luciferase reporter, 44 h; Potency, µM (top dose mostly 41.8 µM), inactives show at the top dose activity change, negative = inhibition, usual class: inhibitors; 340,000 compounds, 3.4% hits; further: potency means the concentration at half of the fitted maximal effect
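Whole-lifecycle infectious HCVcc-Cre system; cells 1,000/well, compound then virus (~0.5 moi) added 4 h after plating, 44 h culture. Luciferase read 15 sec following 15 min substrate incubation, room temp.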
* marks the source's active call; other numbers are inactive results; ? = inconclusive; / = not tested or not shown; + = active, no number; & = joins results of further samples; [ ] = another dose, or the depositor's remark. Unless noted, the call rests on the fitted dose curve; in most records, active means well fitted curve in the direction sought with a large enough effect; inconclusive means small, poorly fitted or top-dose-only effect, or another doubt; inactive means no such curve, though single readings can be large; an effect the other way counts as inactive or inconclusive. Unless noted, on the % scale 0 is the no-effect control and ±100 the full control effect.

Every second line gives: AMA1 RON2 block | FBPA Giardia inh | HCMV inh | AmpC detergent | Sm TGR block | HCV inh
O=C(Cn1c(=O)c(C(F)(F)F)nc2ccccc21)N1CCC2(CC1)OCCO2
  1% | 4% | 21 | -3% | -4% | 20%
CC(C)CNS(=O)(=O)c1cc(C(=O)OCC(=O)c2ccc3c(c2)OCCO3)c(Cl)cc1Cl
  -4% | -1% | -3 | -5% | 0% | -18%
CC(C)[C@H](NC(=O)N1c2ccccc2NC(=O)[C@@H]1C(C)C)C(=O)N[C@@H](Cc1ccccc1)C(=O)O
  0% | ? | 39 | -8% | -13% | 16%
COc1ccc(-c2nc(C#N)c(N3CCN(c4ccccc4)CC3)o2)cc1
  ? | -3% | -7 | -7% | -4% | 7%
COc1ccc(NC(=O)CCSc2nc(-c3ccco3)cc(C(F)(F)F)n2)cc1
  / | / | -8 | 7% | 0% | /
Cc1ccc(NC(=O)Cc2ccc(-n3c(C)nc4cccnc43)cc2)cc1C
  / | / | + | ? | -11% | /
O=c1[nH]cnc2c1C(c1ccc(Cl)cc1)c1c(nc[nH]c1=O)O2
  -14% | -18% | / | -1% | -4% | -6%
O=C(CSc1nnc(-c2ccc(S(=O)(=O)N3CCCC3)cc2)o1)NCC1CCCO1 (configuration not stated)
  -8% | 3% | -6 | 11% | 17% | -2%
O=C1CS/C(=N/N=C/c2ccccc2)N1Cc1ccco1
  -4% | 0% | 5 | 3% | 40µM* | ?
Nc1cc2nc3ccccc3oc-2cc1=O
  -3% | 18µM* | -91* | -3% | 16µM* | 0%
Cc1ccc(F)cc1NS(=O)(=O)c1ccc(Cl)s1
  1% | / | / | ? | 2% | 1%
CC1(C)CC(NC(=O)COc2ccc3ccccc3c2)CC(C)(C)N1
  -3% | -3% | -20 | ? | 8% | -30%
Cn1cc(C(=O)c2ccc(Cl)cc2)cc1-c1nc2ccccc2n1C
  ? | -3% | -69* | ? | -23% | 25µM*
Cc1c(C(=O)Nc2nnc(C(F)(F)F)s2)oc2ccccc12
  -19% | ? | -85* | -15% | -24% | /
Cc1ccc(NC(=O)Cc2coc3c(C)c(C)ccc23)cc1Cl
  / | / | -21 | -9% | 2% | /
Cc1ccc(-c2c(C(=O)NCc3ccc(F)cc3)oc(=O)c3ccccc23)cc1
  -1% | -1% | ? | 2%&-8% | 6%&-3% | 11%
CN(C)C(=O)c1ccc(NC(=O)COC(=O)c2cc3c(s2)CCCCC3)cc1
  -4% | / | -9 | -19% | -5% | -22%
COc1ccc(CCN2C(=O)C3CC(C)=C(C)CC3C2=O)cc1OC (configuration not stated)
  0% | -4% | 10 | ? | -4% | -3%
COc1ccc(-n2cc(C(=O)O)c3ccccc3c2=O)cc1
  -2% | -4% | -1 | 7% | -6% | 2%
Cc1occc1-c1nnc(SCC(=O)NC(C)(C)C)n1CC(C)C
  0% | 0% | 19 | 2% | -1% | 2%
Cc1cc(NC(=O)CCC(=O)N(Cc2ccco2)C2(C(=O)NC3CCCCC3)CCN(C)CC2)no1
  4% | 13% | 5 | -6% | -7% | 10%
COc1cccc(CN(C)C(=O)c2cc(S(=O)(=O)N3CCCCCC3)ccc2OC)c1
  104%[activator] | / | ? | ? | -14% | -16%
CCCCn1c(C)c(C(=O)O)c2cc(OC)c3ccccc3c21
  -24% | 17% | 15 | 4% | 0% | -29%
CCCCN1C(=O)C(=O)NC[C@@H]1CCCCN
  5% | / | 4 | / | / | -2%
CCc1ccc2oc(-c3cccc(NC(=O)c4cc5ccccc5o4)c3)nc2c1
  / | / | 83 | -1% | -4% | /
COc1ccccc1N1CCN(C(=O)CSc2nnc3c4ccccc4nc(Cc4ccccc4)n23)CC1
  / | 4% | / | ? | -3% | -1%
O=C(O)CC1(c2ccc(F)cc2)C2CC3CC(C2)CC1C3 (configuration not stated)
  0% | 3% | 17 | 6% | 19% | 26%
CC(C)NC[C@H](O)COc1cccc2ccccc12
  -1% | 0% | 34 | / | / | ?
Cc1cccc(N2C(=O)C(Cl)=C(N3CCOCC3)C2=O)c1
  8% | -7% | 26 | 8% | 40µM* | 17%
Cc1n[nH]c(C)c1S(=O)(=O)N1CCCCCC1
  2% | 0% | -2 | ? | -2% | 15%
O=[N+]([O-])/C=C/c1cc2ccccc2[nH]1
  -14% | -8% | 3 | ? | -7% | -7%
O=C(CCCN1C(=O)/C(=C/c2cccs2)SC1=S)Nc1ccc(C(=O)O)cc1
  -10% | 14% | -14 | -1% | 1% | 19%
O=C(COC(=O)/C=C/c1ccco1)NCc1ccccc1
  0% | 1% | 1 | 4% | -1% | 14%
Cc1scc(C(=O)N/N=C/c2ccc(OCC(C)C)cc2)c1C
  22% | -2% | -1 | ? | 0% | ?
COc1cccc(NC(=O)CN2C(=O)CSc3ccc(S(=O)(=O)N4CCOCC4)cc32)c1
  -1% | / | -33 | 1% | -24% | -4%
Cc1ccc(S(=O)(=O)NC(=O)Nc2cc(C)no2)cc1
  -1% | 6% | 24 | 1% | -6% | 24%
CC(=O)c1cccc(NC(=S)Nc2ccn(Cc3cccc4ccccc34)n2)c1
  -22% | 0% | ? | 3% | -17% | 11µM*
Clc1ccc(OCc2nc(-c3ccccn3)n[nH]2)cc1
  -90% | -4% | 29 | -3% | 3% | ?
C=CCn1c(SCC(=O)N(CC)C2CCS(=O)(=O)C2)nc2scc(-c3ccccc3)c2c1=O (configuration not stated)
  2%[11.6 µM] | / | -2 | / | / | -22%
Oc1c(Br)cccc1/C=N/Nc1c(F)c(F)c(F)c(F)c1F
  3% | 1% | -38 | -11% | -5% | ?
CCN(CC(=O)Nc1ccc(OC)cc1)C(=O)CN1C(=O)NC(C)(c2ccc3ccccc3c2)C1=O (configuration not stated)
  -6% | / | 14 | -11% | 4% | -9%
Cc1ccc(CCN2C(=O)c3ccccc3C2C(=O)NCc2cccnc2)cc1 (configuration not stated)
  4% | -2% | 73 | ? | 1% | 11%
CCCCC/C=N/NC(=O)c1[nH]c2ccc([N+](=O)[O-])cc2c1C
  57%[activator] | -13% | -25 | -1% | 5% | ?
Cc1cccc(NC(=S)N/N=C/c2ccc([N+](=O)[O-])s2)c1
  -24% | -6% | -93* | -12% | 0% | 8.9µM*
COc1ccc(CCN2C(=O)CC(NNC(=O)c3ccc(F)cc3)C2=O)cc1OC (configuration not stated)
  27% | 0% | 39 | -7% | -24% | -9%
CC(C)NC(=O)/C(=C/c1ccco1)c1ccccc1
  -3% | -3% | -14 | -9% | ? | -3%
CCOc1ccccc1NC(=O)CSC1=C(C#N)C(c2ccco2)C(C(=O)Nc2nc3ccccc3s2)=C(C)N1 (configuration not stated)
  -1% | -1% | 12 | 1% | -15% | 2%
COc1cccc(OCc2nnc(SC)n2C)c1
  -1% | 3% | -7 | 10% | -2% | 13%
C/C(=N/NC(=O)c1ccc(Br)o1)C(C)C
  27% | -3% | -33 | -8% | 1% | 14%
COc1ccccc1N1CCN(/N=C\C(Br)=C\c2ccccc2)CC1
  11% | -7% | -13 | 1% | / | 5%
O=C(COc1ccc(Cl)cc1Cl)Nc1ccc(Cl)cn1
  -1% | 1% | 50 | -15% | 12%[11.4 µM] | -22%
Cc1csc2nc(COc3ccccc3NC(=O)c3ccc(C(C)(C)C)cc3)cc(=O)n12
  / | / | 19 | 0% | 7% | /
CCC(C)NC(=O)CSc1nc2cc3c(cc2c(=O)n1CCCCCC(=O)NCc1ccc2c(c1)OCO2)OCO3 (configuration not stated)
  / | / | -26 | 6% | 47%[activator] | /
O=C(Nc1ccncc1)c1cc(-c2cccc(Br)c2)nc2ccccc12
  -9% | / | -10 | -15% | -5% | ?
Cc1ccccc1N=C(N)Nc1ccccc1C
  -1% | -14% | -32 | -10% | -3% | 7%
CCOc1ccc(NC(=O)c2ccc3c(c2)C(=O)N(Cc2ccncc2)C3=O)cc1
  -11% | / | -20 | -13% | 6% | 5%
COC(=O)[C@@H]1C[C@H]2CC[C@H](O)C[C@H]2N1Cc1ccc(Cl)cc1
  4% | 1%&4% | 12 | -8% | ? | 11%
O=C(N=C1SC2CS(=O)(=O)CC2N1c1ccccc1F)C1CCCCC1 (configuration not stated)
  -6% | -8% | -34 | 0% | -1% | 21%
COC(=O)c1cccnc1N1CCN(c2ccccc2F)CC1
  25% | -2% | 62 | 4% | -6% | 8%
COc1ccc(-c2noc(CCC(=O)N3CCN(c4cccc(F)c4)CC3)n2)cc1
  12% | / | 35 | / | / | 53%[activator]

Next part; it opens with the 3 that closed the last part.
Every second line gives: AMA1 RON2 block | FBPA Giardia inh | HCMV inh | AmpC detergent | Sm TGR block | HCV inh
O=C(N=C1SC2CS(=O)(=O)CC2N1c1ccccc1F)C1CCCCC1 (configuration not stated)
  -6% | -8% | -34 | 0% | -1% | 21%
COC(=O)c1cccnc1N1CCN(c2ccccc2F)CC1
  25% | -2% | 62 | 4% | -6% | 8%
COc1ccc(-c2noc(CCC(=O)N3CCN(c4cccc(F)c4)CC3)n2)cc1
  12% | / | 35 | / | / | 53%[activator]
NC(=O)COc1ccc(C23CC4CC(CC(C4)C2)C3)cc1
  0% | 0% | 26 | -4% | 0% | -19%
FC(F)(F)c1ccccc1NC(=S)Nc1cccc(Cl)c1
  19% | -3% | -76* | -1% | 25µM* | 24%
COC(=O)c1cc(OC)c(OC)cc1NC(=S)N1CCOCC1
  6% | -10% | -4 | 0% | 2% | 7%
COc1ccc(-c2cc3ccccc3n2CC(O)Cn2nc(C)cc2C)cc1 (configuration not stated)
  4% | -9% | -10 | -9% | -13% | ?
O=C(N/N=C/c1c[nH]c2ccccc12)c1[nH]c2ccc(Br)cc2c1-c1ccccc1
  0% | 8% | -86* | -4% | 0% | -26%
N/C(=N\OC(=O)c1ccc([N+](=O)[O-])cc1Cl)c1ccccn1
  66%[activator] | 21% | -72* | -14% | ? | ?
Cc1ccc2nc(NC(=O)C3CCN(S(=O)(=O)c4cccc5nsnc45)CC3)sc2c1
  -7% | -1% | -85* | 1% | -4% | ?
CCC(=O)N1CCN(c2cc3c(cc2F)c(=O)c(C(=O)O)cn3CC)CC1
  -18% | / | 74 | / | / | 7%
C=CCn1cccc(C(=O)Nc2ccc(C)c(Cl)c2)c1=O
  16% | 4% | 73 | 6% | 1% | -19%
COc1cc([C@@H]2c3cc4c(cc3[C@@H](NC3CCN(Cc5ccccc5)CC3)[C@H]3COC(=O)[C@H]23)OCO4)cc(OC)c1O
  / | -9% | / | 0% | -28% | /
CCCCN(CC)C(=O)CSc1cc(=O)n(C)c2ccccc12
  2% | -16% | 72 | 0% | 0% | ?
N#Cc1nc(-c2ccc(Cl)cc2)oc1NCC1CCCO1 (configuration not stated)
  -4% | -5% | -28 | 4% | 5% | -1%
O=c1cc2c(n[nH]1)-c1ccccc1CC2
  -5% | 4% | -36 | -7% | 7% | 7%
CC(=O)Nc1ccc(C(=O)OCCCOC(=O)c2ccc(NC(C)=O)cc2)cc1
  -7% | / | 25 | 4% | 7% | 0%
CCOC(=O)c1cc2cc(CC(=O)c3ccc(OCC)cc3O)ccc2o1
  11% | 6% | 3 | -13% | -16% | 7%
CCN1CCN(S(=O)(=O)c2ccc(Cl)c(C(=O)N(C)Cc3cccs3)c2)CC1
  92%[activator] | / | -3 | -2% | -19% | -4%
